pPAFAH FP inh = pPAFAH (human) enzyme inhibition; inhibition, % at 3.39 µM; 330,000 compounds, 1.5% hits; recombinant pPAFAH, FP-rhodamine probe fluorescence polarization; Q13093;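 active means inhibition above the mean inhibition across the screen plus 3 SD, cut at about 25% in these data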;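 further: inhibitors block binding of the rhodamine activity-based probe so polarization drops; 0% = enzyme with DMSO and 100% = wells lacking pPAFAH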
Target sequence (Q13093 whole entry, looked up): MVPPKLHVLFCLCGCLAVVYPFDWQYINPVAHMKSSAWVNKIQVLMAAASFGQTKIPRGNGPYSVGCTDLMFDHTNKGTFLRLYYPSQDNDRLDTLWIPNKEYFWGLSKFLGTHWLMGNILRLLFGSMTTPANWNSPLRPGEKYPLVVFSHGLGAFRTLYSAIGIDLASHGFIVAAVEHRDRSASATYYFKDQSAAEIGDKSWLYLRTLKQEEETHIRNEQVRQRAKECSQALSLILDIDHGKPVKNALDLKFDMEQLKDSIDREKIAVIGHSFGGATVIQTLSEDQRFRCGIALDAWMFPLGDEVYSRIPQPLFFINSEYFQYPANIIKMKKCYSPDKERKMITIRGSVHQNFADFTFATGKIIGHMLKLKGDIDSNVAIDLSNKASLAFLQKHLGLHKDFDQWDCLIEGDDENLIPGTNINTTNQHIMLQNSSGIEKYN
Bcl-xL primary = blocks human Bcl-xL binding to Bim BH3 peptide; Q07817; inhibition, % at 10.9 µM; AID 2129; GST-Bcl-xL / FITC-Bim BH3 peptide fluorescence polarization; 320,000 compounds, 0.7% hits;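 active means inhibition above the mean of all tested compounds plus 3 SD, cutoff set per campaign, cut at about 30% in these data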;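 further: 0% = DMSO wells and 100% = unlabeled Bim-BH3 peptide competitor; inhibitors lower millipolarization by displacing the labeled peptide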
AHR act = activates the human aryl hydrocarbon receptor; AHR-responsive luciferase reporter cells, luminescence; activation, % at 5 µM; P35869; AID 2796; 320,000 compounds, 2.5% hits; in the data active means activation above about 47%;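 further: 0% = vehicle wells and 100% = reference agonist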
PME-1 inh = PME-1 (human) inhibition. Q9Y570. recombinant PME-1, FP-Rh probe fluorescence polarization. inhibition, % at 5.9 µM. 320,000 compounds, 0.53% hits;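 active means inhibition above the campaign mean of all compounds plus 3 SD, cut at about 26% in these data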;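 further: competitive labeling of PME-1 active site by serine hydrolase directed probe; 0% = PME-1 with DMSO and 100% = wells lacking PME-1 enzyme; inhibitors block probe labeling so polarization falls and inhibition rises; many of its hits are not listed in these tables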
Target sequence (Q9Y570 whole entry, looked up): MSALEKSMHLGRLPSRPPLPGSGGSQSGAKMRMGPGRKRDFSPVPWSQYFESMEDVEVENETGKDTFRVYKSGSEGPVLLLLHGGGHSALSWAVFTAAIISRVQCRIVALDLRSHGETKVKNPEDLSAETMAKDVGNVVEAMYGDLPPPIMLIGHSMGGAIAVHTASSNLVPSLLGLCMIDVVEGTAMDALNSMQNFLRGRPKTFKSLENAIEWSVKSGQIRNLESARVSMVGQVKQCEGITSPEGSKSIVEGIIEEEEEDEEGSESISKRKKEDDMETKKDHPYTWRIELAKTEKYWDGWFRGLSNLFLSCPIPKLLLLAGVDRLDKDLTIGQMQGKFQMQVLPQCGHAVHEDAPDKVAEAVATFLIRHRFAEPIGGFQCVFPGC
PAFAH1B2 FP inh = blocks human PAF acetylhydrolase 1b catalytic subunit 2; recombinant PAFAH1B2, FP-rhodamine activity probe, fluorescence polarization; inhibition, % at 3.39 µM; 340,000 compounds, 1.2% hits; AID 492953;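 active means inhibition above the mean of all tested compounds plus 3 SD, cut at about 24% in these data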;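 further: 0% = enzyme with DMSO and 100% = wells lacking PAFAH1B2; many of its hits are not listed in these tables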
Target sequence (P68402 whole entry, looked up): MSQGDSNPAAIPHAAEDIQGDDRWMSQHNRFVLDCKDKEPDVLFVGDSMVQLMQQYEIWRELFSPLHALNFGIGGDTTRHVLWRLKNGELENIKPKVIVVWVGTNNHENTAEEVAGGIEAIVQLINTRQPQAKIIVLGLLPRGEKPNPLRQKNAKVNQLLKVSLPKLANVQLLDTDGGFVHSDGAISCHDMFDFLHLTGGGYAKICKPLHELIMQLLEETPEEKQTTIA
GLD-1 TGE inh = GLD-1-TGE RNA interaction inhibition (C. elegans); Q17339; purified GLD-1 + fluorescein TGE RNA, fluorescence polarization; inhibition, % at 5.96 µM; 320,000 compounds, 0.44% hits; AID 2280;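 active means percent inhibition above a per-plate cutoff, the plate mean of test compounds plus 3 SD, cut at about 30% in these data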;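 further: 0% = DMSO wells with GLD-1 and probe and 100% = wells lacking GLD-1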
MEX-5 binding = C. elegans MEX-5 TCR-2 RNA binding activity | MEX-5/FITC-TCR2 RNA binding, fluorescence polarization; hits give low values | activity score (negative = inhibition of binding), % at 10 µM | 300,000 compounds, 0.38% hits | AID 1832;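 active means inhibition past about -25% in most replicates, and total fluorescence under double the plate's negative control median, limit read from the data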;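 further: 0% = DMSO and -100% = 5 µM competing unlabeled TCR2 RNA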
Fam108B inh = Fam108B inhibition, counter-screen for RBBP9 inhibitors. recombinant Fam108B, FP-Rh probe fluorescence polarization. inhibition, % at 9.51 µM. 300,000 compounds, 0.33% hits;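 active means inhibition above the screen mean inhibition plus 3 SD, computed separately per campaign, cut at about 18% in these data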;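 further: inhibitors lower polarization as less probe binds the enzyme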
MCL1-BIM inh = disrupts human MCL1 binding to BIM-BH3 peptide; inhibition, % at 10.9 µM; 320,000 compounds, 0.68% hits; AID 2057; GST-MCL1 / FITC-Bim-BH3 fluorescence polarization; Q07820;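 active means inhibition above the mean inhibition of all tested compounds plus 3 SD, set per campaign, cut at about 40% in these data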;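 further: 0% = DMSO wells and 100% = unlabeled Bim-BH3 peptide control; higher means more loss of mP so more displacement of Bim peptide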
The depositor's hits bear a star; . = no result given. These rows are one share of the data (hit frequency here may not be typical).

SMILES	pPAFAH FP inh	Bcl-xL primary	AHR act	PME-1 inh	PAFAH1B2 FP inh	GLD-1 TGE inh	MEX-5 binding	Fam108B inh	MCL1-BIM inh
CCC1CCCCN1C(=S)Nc1ccc(C(C)=O)cc1 (configuration not stated)	-0.3	6.1	-2.7	-2.7	-6.3	2.9	2.2	3.3	9.9
Cc1ccc(Nc2nc(N)nc(CN3CCN(Cc4ccc5c(c4)OCO5)CC3)n2)c(C)c1	-1.1	1.1	9.5	-2.4	2.6	2.6	-3.5	-2.4	7.1
NS(=O)(=O)c1ccc(CCNC(=O)COC(=O)COc2cccc(C(F)(F)F)c2)cc1	5.1	0.4	-1.2	6.6	3.9	8.2	.	.	-4.3
COc1ccc(Oc2ccc(C(F)(F)F)cc2NC(=O)CC(CC(=O)O)c2ccccc2)cc1 (configuration not stated)	24.4	4.1	1.7	-0.9	2.5	5.6	0.6	2.6	-3.8
CCC(O)(CC)C(=O)N(Nc1ccc(C)cc1)c1ccc(C)cc1	2.7	1.4	-2.0	-5.3	4.8	-2.2	-1.4	0.4	6.7
O=C(Cc1ccccc1)Nc1ccc(C(=O)NCc2ccccc2)cc1	6.7	5.3	-2.1	-1.3	4.2	7.8	1.9	0.2	5.0
CS(=O)(=O)N1CCC(Oc2ccccc2C(=O)N2CCN(CC3CC3)CC2)CC1	3.0	0.3	0.5	10.8	3.5	-3.4	2.5	-2.8	0.9
COc1ccc(C2C(C(=O)Nc3ccc(OC)c(OC)c3)c3ccccc3C(=O)N2C)cc1 (configuration not stated)	-3.7	3.5	1.9	-2.5	2.6	5.0	0.8	-0.2	6.9
COc1ccc(CNC(=O)CCC2N=C3c4ccccc4N=C(SCC(=O)NCC4CCCO4)N3C2=O)cc1 (configuration not stated)	-1.4	5.5	3.5	2.0	6.0	6.8	0.7	2.5	5.2
CC(=O)Nc1c(Nc2ccccc2)c2ccccc2oc1=O	-3.8	2.3	0.7	-4.3	.	-2.8	0.7	-0.6	-2.3
O=C(c1cc(-c2ccc(O)cc2)on1)N1CCN(c2ccccc2)CC1	3.0	0.8	11.0	0.7	4.6	6.1	0.3	3.0	-2.3
COc1ccc(OC)c(/C=N/NC(=O)CCN2CCN(C(c3ccccc3)c3ccccc3)CC2)c1	0.6	3.1	0.4	-3.2	0.6	-0.3	1.5	-2.1	5.5

Whole records, quoted from the list:
CCC(O)(CC)C(=O)N(Nc1ccc(C)cc1)c1ccc(C)cc1 in the list: pPAFAH FP inh = 2.7; Bcl-xL primary = 1.4; AHR act = -2.0; PME-1 inh = -5.3; PAFAH1B2 FP inh = 4.8; GLD-1 TGE inh = -2.2; MEX-5 binding = -1.4; Fam108B inh = 0.4; MCL1-BIM inh = 6.7
CS(=O)(=O)N1CCC(Oc2ccccc2C(=O)N2CCN(CC3CC3)CC2)CC1 in the list: pPAFAH FP inh = 3.0; Bcl-xL primary = 0.3; AHR act = 0.5; PME-1 inh = 10.8; PAFAH1B2 FP inh = 3.5; GLD-1 TGE inh = -3.4; MEX-5 binding = 2.5; Fam108B inh = -2.8; MCL1-BIM inh = 0.9

(list continues)
SMILES	pPAFAH FP inh	Bcl-xL primary	AHR act	PME-1 inh	PAFAH1B2 FP inh	GLD-1 TGE inh	MEX-5 binding	Fam108B inh	MCL1-BIM inh
COCCn1c(-c2ccccc2)nc2c(c(=O)c3ccccc3n2C)c1=O	2.7	3.5	15.6	-4.5	.	3.1	-1.8	4.1	-2.4
COc1ccc(C2NC(=O)NC(C)=C2C(=O)OCc2ccccc2)cc1 (configuration not stated)	4.5	4.7	-1.7	4.9	7.3	1.5	2.7	2.0	9.9
CCCN(CC(=O)Nc1ccc(F)c(F)c1F)C(=O)C1=COCCO1	-7.1	-12.5	1.0	-9.8	1.3	-1.3	-1.1	-0.9	-17.5
Cc1cc(NC(=O)C2CC(=O)OC2c2ccccc2)no1 (configuration not stated)	3.8	0.6	0.4	7.7	3.9	4.7	-1.8	0.8	2.0
O=C1CCCC/C1=C/Nc1cccc(C(F)(F)F)c1	4.2	1.9	8.9	-2.0	-1.5	-1.7	0.3	1.4	-4.1
N#Cc1c2c(c(NCc3cccnc3)n3c1nc1ccccc13)CCC2	3.7	8.0	9.2	3.7	-0.5	2.1	-4.2	1.4	9.1
COc1ccccc1NC(=O)Nc1nn(C)c2cccc(N(C)C)c12	5.3	7.1	27.3	0.8	1.8	4.2	-3.3	1.6	2.4
Cc1cc(C)n(C(=O)CNc2cccc(Cl)c2C)n1	-1.0	0.0	0.9	-9.6	0.5	7.4	1.0	-2.5	5.4
Cc1cc(C)c(S(=O)(=O)N2CCN(C(=O)CCn3nc(C)c(C)c3C)CC2)c(C)c1	3.4	7.3	0.9	3.5	4.8	-2.2	1.0	-2.3	0.7
COc1ccc(-c2nc(C#N)c(N3CCN(c4ccccc4)CC3)o2)cc1	7.0	-2.3	2.7	6.5	0.1	2.4	1.6	0.1	-8.9
NNC(=O)CCS(=O)(=O)c1ccc2ccccc2c1	-8.1	-2.1	18.8	-3.1	3.2	2.6	-1.3	-1.7	0.6
O=C(NCC1CCCO1)C1CC(=O)N(c2ccc(Cl)cc2)C1 (configuration not stated)	0.9	1.3	1.5	-5.3	-3.0	1.1	0.3	-0.2	3.9
Cc1nn(Cc2ccccc2)c2ncccc12	-3.9	6.7	0.9	0.8	-1.5	7.9	-4.5	1.2	12.2
Nc1nnc(CC(=O)N/N=C/c2ccccc2OCc2ccc(F)cc2)s1	7.2	7.1	5.0	-5.0	.	3.4	-0.7	-1.7	9.1
COc1ccc(-c2cccc(C(=O)N3CCOCC3)c2)cc1	4.3	1.7	2.8	1.3	5.2	-0.3	-2.7	-0.7	0.7
COc1cccc(CNC(C)C(=O)Nc2ccc(S(=O)(=O)N3CCCC3)cc2)c1 (configuration not stated)	-5.3	.	0.8	.	3.7	-1.4	.	.	.
Cc1ccc(OCC(=O)NC(=S)Nc2cccc(NC(=O)c3ccc(Cl)cc3Cl)c2)cc1	-3.8	1.6	2.0	-4.4	0.1	-1.4	1.1	-6.6	-2.1
CCOc1cc(CNCc2ccncc2)cc(Br)c1OCc1ccccc1F	9.9	1.1	1.2	1.4	0.4	-6.7	0.7	-2.4	0.7
CCCNC(=O)OC[C@H]1O[C@H](CCO/N=C/[C@@H](OC)[C@H](C)/C=C/CC(=O)OC)C=C[C@@H]1Oc1ccc(OC)cc1	5.8	0.5	2.7	-3.8	.	-2.6	0.3	0.5	-2.5
O=C(Cc1c(C(=O)O)[nH]c2ccccc12)NCCN1CCN(c2ccccc2F)CC1	2.4	1.3	2.0	1.4	13.2	5.9	1.6	1.7	1.6
COc1ccc(C(=O)NC(=S)Nc2cccc3cc(O)ccc23)cc1OC	16.2	9.6	24.6	19.4	0.3	2.8	-0.7	4.9	16.2
CCOc1ccc(CCNC(=O)c2nnc(CS(=O)(=O)c3ccccc3)o2)cc1OCC	1.6	3.8	-0.8	-3.5	1.4	-0.1	-0.2	-4.6	-1.6
COc1ccc(S(=O)(=O)N2CCC(C(=O)NC3CC3)CC2)cc1C	-4.2	4.1	0.1	-2.2	-4.1	-4.0	1.8	-1.0	1.3
COc1ccc(-c2c(C)n([O-])c3c([n+]2=O)CCC3)cc1OC	6.4	2.6	-2.1	-0.8	3.6	4.8	0.5	0.0	-2.4
CCOCc1c(C(=O)OCC(=O)NCc2ccc(F)cc2)oc2ccccc12	11.5	1.8	3.5	2.4	-2.8	-6.2	.	.	7.3
O=C(CSc1nnc(-c2cccnc2)s1)Nc1ccc(C(=O)O)cc1	0.1	-0.2	2.7	1.9	-5.9	0.6	-1.1	5.6	-2.6
O=C(NCC(=O)N1CCOCC1)OCc1ccccc1	6.1	0.8	-1.1	2.2	1.5	-1.2	4.3	9.0	1.2
CSCCC(NC(=O)c1ccco1)C(=O)NCC(c1ccccc1)N(C)C (configuration not stated)	-1.5	0.9	5.4	-3.8	6.3	0.2	.	.	8.1
CC(NC(=O)/C=C/c1ccco1)c1nc2ccccc2n1Cc1cccc(Cl)c1 (configuration not stated)	11.7	4.9	5.2	1.7	-4.9	-3.8	2.1	-6.2	5.5
CCOc1ccc(NC(=O)C(=O)N/N=C\c2ccc(CNS(=O)(=O)c3ccccc3)o2)cc1	-2.9	-0.8	17.9	-20.2	-9.8	0.9	-1.0	-38.2	10.4
Cc1ccc(-c2nc(N)s[n+]2-c2ccccc2)cc1	0.9	5.0	3.5	-3.0	2.7	-2.5	6.0	0.3	-0.5
CCOCCCNC(=O)c1[nH]c(C)c(C(C)=O)c1C	0.4	2.2	8.5	2.3	3.1	-4.0	-4.2	0.5	3.2
CN(C)CCN(Cc1ccco1)S(=O)(=O)c1ccc(-c2ccc(=O)[nH]n2)s1	0.9	4.6	-0.9	-2.1	-1.7	-7.3	-2.9	0.8	9.3
Cc1cc(C)n(-c2c(C)[nH]c3ccccc23)n1	4.3	5.8	3.6	3.2	7.5	-3.1	-0.7	-2.6	-0.8
Cc1nc2c(cc1C(=O)N/N=C/c1ccc([N+](=O)[O-])cc1)c(=O)n(C)c(=O)n2C	-3.2	1.2	-1.4	-1.0	0.7	4.8	-0.7	-5.3	3.9
N#Cc1c(N)nc2c(c1-c1ccncc1)CCCCCC2	-1.9	1.8	-1.8	5.1	0.2	-4.8	-0.8	-0.8	0.0
CC(C)[C@H](NC(=O)c1ccccc1F)C(=O)Nc1nc2c(s1)CCCC2	2.1	2.5	16.3	-3.1	6.4	-1.5	1.3	2.8	-2.6
C[C@H](NC(=O)[C@@H]1Cc2ccccc2CN1)C(=O)Nc1ccc2c(c1)OCCO2	-0.9	1.0	-0.5	-6.8	3.5	1.3	-1.1	-2.8	-3.9
COc1cc(OC)c2c(N)c(C#N)c(C(F)(F)C(F)(F)F)nc2c1	2.1	3.3	24.5	-3.0	4.4	-1.2	-2.0	1.4	-2.2
COc1ccc2oc(=N)c(-c3nnc4n3CCCCC4)cc2c1	-4.3	0.4	0.7	0.1	2.6	2.4	-1.6	1.1	-0.3
CC(C)C(c1nnnn1C1CCCC1)N1CCOCC1 (configuration not stated)	2.0	3.0	2.1	-3.8	4.2	7.1	2.1	2.1	7.3
Cc1c(C(=O)N2CCCC2)oc2c1-c1nn(CC(=O)NCCCN3CCCCC3)cc1CC2	-0.4	8.1	1.5	-1.4	3.3	-2.0	-2.0	-2.2	5.0
CCc1ccc(OCCCOc2ccc(C=O)cc2)cc1	2.1	2.5	3.0	3.9	5.2	-5.3	-1.3	8.5	-5.3
c1ccc(CCNc2nc3ccccc3s2)cc1	7.5	8.4	8.5	-2.8	5.7	8.1	-3.0	1.5	8.5
CCOc1ccc(C(=O)OCn2nnc3ccccc3c2=O)cc1OC	1.4	0.2	-1.4	-3.2	0.6	-0.2	-3.4	-3.5	3.0
Cc1ccccc1NC(=O)Cc1nc(COC(=O)Cc2ccccc2F)cs1	2.1	1.4	0.3	-6.3	5.1	0.1	.	.	4.2
O=C(Nc1ccc(N2CCN(C(=O)c3ccco3)CC2)c(Cl)c1)c1cccs1	1.7	-0.2	-2.9	3.0	-3.1	-4.5	1.5	-4.8	-0.1
CCOc1ccc(NC(=O)CCSc2nc3c(c(CC)c2C#N)C(=O)CC(C)(C)C3)cc1	-7.5	-3.1	8.8	-15.2	0.2	-9.4	-0.9	-10.9	-1.3

Compound activity (PubChem BioAssay)
